From PubChem
RNase H inhibition – RNase H inhibition, HIV 1 Gag Pol polyprotein, FRET biochemical assay, screening (AID 372) | inhibition, % at 10 µM, or IC50 in µM where a hit was titrated | HIV-1 RT RNase H, FRET RNA/DNA substrate fluorescence; higher % means a stronger effect | hit rate 0.77% among 100,000; in the data active = inhibition above about 50%
Active calls of the source: *. Not all compounds are listed; the hit share may differ from the screen's.

SMILES | RNase H inhibition
O=C(c1ccccc1)c1ccc2[nH]c(=O)[nH]c2c1 | 0.0%
O=C(CCn1c2ccccc2c2ccccc21)N/N=C/c1ccccc1O | 12.0%
CC(=O)NNc1c(C(=O)Nc2cccc3ccccc23)cc([N+](=O)[O-])cc1[N+](=O)[O-] | 6.0%
COc1ccc(OC)c(NC(=O)C2C3C=CC(C3)C2C(=O)O)c1 (stereo not drawn) | 0.0%
O=C1NC(=O)N(c2cccc(Br)c2)C(=O)/C1=C/c1ccc(-c2ccc(F)cc2)o1 | 18.0%
O=C(Cc1ccccc1)Nc1cccc(-c2nc3cc(Cl)ccc3o2)c1 | 0.0%
Cc1ccc(OCC(=O)Nc2ccccc2C#N)c(C)c1 | 4.0%
Cc1ccccc1NC(=O)CC1Sc2ccccc2NC1=O (stereo not drawn) | 3.0%
O=C1NC(=O)N(c2cccc3ccccc23)C(=O)/C1=C/c1ccc(-c2ccccc2C(=O)O)o1 | 16.0%
CCOc1cc(/C=C2\Sc3ccccc3C2=O)cc(Br)c1O | 21.0%
COc1cccc(C=C2C=C(C(C)(C)C)C(=O)C(C(C)(C)C)=C2)c1OC | 11.0%
Cc1ccc2nc(-c3ccc(N=Cc4ccc([N+](=O)[O-])s4)cc3)sc2c1 | 5.0%
CC(C)(C)c1ccc(O)c(N=Cc2ccc(Cl)c(Cl)c2)c1 | 23.0%
CN(C)CCN(Cc1ccccc1)c1ccnc(N(C)C)c1C#N | 6.0%
Cc1ccc(OCC(=O)n2cnnc2N)c(Br)c1 | 7.0%
O=C(/C=C/NNC(=O)c1ccc([N+](=O)[O-])cc1)c1ccccc1 | 21.0%
CCCC(=O)NC(NC(=S)Nc1ccc(OC)cc1)C(Cl)(Cl)Cl (stereo not drawn) | 3.0%
O=C(NC1CCCCC1)c1ccc(Br)c(S(=O)(=O)N2CCCCC2)c1 | 0.0%
COc1ccc(C(=O)Nc2cc(-c3nc4cc(Cl)cc(Cl)c4o3)ccc2C)cc1 | 6.0%
Nc1cc(=O)[nH]c(SCc2ccc(Cl)cc2Cl)n1 | 0.0%
Cc1c(NC(=O)c2cc(-c3ccccc3)nc3ccccc23)cccc1[N+](=O)[O-] | 13.0%
O=C1c2ccccc2C(=O)N1c1ccc(-c2nc3ccccc3c(=O)o2)cc1 | 2.0%
COCCCN1C(=O)/C(=C/c2ccc(O)c(OC)c2)SC1=S | 15.0%
O=C(CSc1nc2ccccc2s1)N1c2ccccc2Sc2ccccc21 | 4.0%

Sorted by molar mass (lowest first): some entries from above
SMILES | RNase H inhibition
O=C1c2ccccc2C(=O)N1c1ccc(-c2nc3ccccc3c(=O)o2)cc1 | 2.0%
O=C(CSc1nc2ccccc2s1)N1c2ccccc2Sc2ccccc21 | 4.0%
COc1ccc(C(=O)Nc2cc(-c3nc4cc(Cl)cc(Cl)c4o3)ccc2C)cc1 | 6.0%

(list continues)
SMILES | RNase H inhibition
Cc1c(C(=O)Nc2ccc3oc(-c4ccncc4)nc3c2)cccc1[N+](=O)[O-] | 0.0%
O=C(CSc1nc2ccccc2o1)Nc1ccccc1[N+](=O)[O-] | 25.0%
O=C(O)c1ccc2c(c1)C(=O)N(c1ccc(-c3nc4cc(N5C(=O)c6ccc(C(=O)O)cc6C5=O)ccc4[nH]3)cc1)C2=O | 7.0%
O=c1[nH]c(-c2ccc(O)c(Br)c2)nc2sc3c(c12)CCCC3 | 14.0%
CC(=O)c1c(C)oc2c(Br)cc(NS(=O)(=O)c3ccc(Cl)cc3)cc12 | 7.0%
CCOC(=O)N1CCN(C(=O)Nc2ccc(Cl)cc2)CC1 | 7.0%
Cc1ccc(OCC(=O)NCC(C)C)cc1 | 9.0%
O=C(CSc1nc2ccccc2s1)N(c1ccccc1)c1ccccc1 | 16.0%
CC1=C(CC/C(C)=N/O)C(C)(C)CCC1 | 22.0%
c1ccc(-c2nc(N3CCCCC3)nc3ccccc23)cc1 | 19.0%
CCc1cc(C)cc(OCCOc2ccc(/C=C3\SC(N)=NC3=O)cc2)c1 | 13.0%
COC(=O)c1cccc(N2C(=O)c3ccc(S(=O)(=O)c4ccc(C(=O)O)cc4)cc3C2=O)c1 | 3.0%
CCOc1ccc(NC(=O)c2ccccc2N(Cc2ccccc2)S(=O)(=O)c2ccc(OC)cc2)cc1 | 25.0%
Clc1ccccc1-c1nc(Cc2ccccc2)no1 | 0.0%
O=c1sc2ccccc2n1Cc1cccc2ccccc12 | 15.0%
NC(=O)c1ccc(N=Cc2cc(Cl)cc(Cl)c2O)cc1 | 8.0%
CC(=O)c1ccc(N2CCN(C3C4CC5CC(C4)CC3C5)CC2)cc1 (stereo not drawn) | 10.0%
CC(=O)Nc1ccccc1NC(=O)Cc1ccccc1 | 0.0%
CCOC(=O)c1c(NC(=O)CC)sc2c1CCCCCC2 | 29.0%
C=CCN1C(=O)/C(=C\c2cccs2)SC1=S | 10.0%
CCCOc1ccc(/C=N\Nc2nccs2)cc1OC | 14.0%
CCC(=O)Nc1sc2c(c1C(=O)Nc1ccccc1Cl)CCCC2 | 26.0%
Cc1nnc(Nc2ccc3c(c2)nc(C)n3C)c2ccccc12 | 7.0%
c1ccc(COC(CN2CCCC2)CN2CCCC2)cc1 | 0.0%
COc1cc(Br)cc(/C=N/c2ncn[nH]2)c1O | 0.0%
O=C1N=c2ccc(Cl)cc2=C1c1sc(=S)[nH]c1O | 11.0%
CCCC(=O)NC(c1ccc(OC)cc1)c1ccc(OCC)cc1 (stereo not drawn) | 13.0%
Cc1cc(Br)ccc1NC(=O)c1ccc(Cl)c([N+](=O)[O-])c1 | 0.0%
CCOC(=O)C1=C(C)N=c2s/c(=C\c3ccc(-c4cccc(C(F)(F)F)c4)o3)c(=O)n2C1c1ccc(Cl)cc1 (stereo not drawn) | 13.0%
COc1ccc(N2C(=O)NC(=O)/C(=C\c3ccc(OC(C)C(=O)O)cc3)C2=O)cc1 (stereo not drawn) | 5.0%
COc1c(Cl)cc(C(=O)Nc2cccc(-c3nc4cc(C)cc(C)c4o3)c2)cc1Cl | 20.0%
COc1cccc(C(=O)N2CCNCC2)c1OC | 1.0%
CCOc1ccc(C(=O)Nc2ccc(-c3nc4cc(C)ccc4o3)cc2)cc1[N+](=O)[O-] | 26.0%
CCCCOc1ccc(C(=O)Nc2ccc(-c3nc4ccccc4o3)c(O)c2)cc1 | 11.0%
CN1C(=O)C(=Cc2cc(I)cc(I)c2OCc2ccccc2)C(=O)N(C)C1=O | 0.0%
CC1=C(C)CC(C(=O)Nc2ccc(N3C(=O)c4ccccc4C3=O)cc2)C(C(=O)O)C1 (stereo not drawn) | 100µM*
Cc1nc(=O)c(-c2ccccc2)c(C)n1-c1ccc(C(=O)O)c(O)c1 | 0.0%
COc1cc(/C=N/NC(=O)c2ccc(O)c(O)c2)cc(Br)c1O | 4.0%
COc1ccc(C2C(C#N)=C(N)OC3=C2C(=O)CCC3)cc1OC (stereo not drawn) | 2.0%
C=CCN1C(=O)/C(=C\c2cc(Br)c(OCc3ccc(F)cc3)c(OCC)c2)SC1=S | 2.0%
O=S(=O)(NNc1ccccc1)c1ccc2ccccc2c1 | 20.0%
COc1ccc(Cl)cc1C(=O)N1CCN(c2ccccc2)CC1 | 9.0%
CCOc1cccc(-c2cc(C(=O)Nc3cc(C)ccn3)c3ccccc3n2)c1 | 13.0%
CCOc1ccccc1/C=C/C(=O)c1ccc(Br)cc1 | 11.0%
COc1cc(C=O)ccc1OCCCOc1cc(C)c(C)cc1Cl | 20.0%
CCc1nc(SCc2ccc(OC)cc2)n[nH]1 | 0.0%
Cc1sc2nc(-c3ccccc3)[nH]c(=O)c2c1C | 10.0%
COc1cccc(NC2=C(Cl)C(=O)N(c3ccc(Br)cc3)C2=O)c1 | 0.0%

An excerpt from the list above, for reference:
SMILES | RNase H inhibition
COc1cccc(C(=O)N2CCNCC2)c1OC | 1.0%
CCOc1ccc(C(=O)Nc2ccc(-c3nc4cc(C)ccc4o3)cc2)cc1[N+](=O)[O-] | 26.0%
CCCCOc1ccc(C(=O)Nc2ccc(-c3nc4ccccc4o3)c(O)c2)cc1 | 11.0%
CN1C(=O)C(=Cc2cc(I)cc(I)c2OCc2ccccc2)C(=O)N(C)C1=O | 0.0%
CC1=C(C)CC(C(=O)Nc2ccc(N3C(=O)c4ccccc4C3=O)cc2)C(C(=O)O)C1 (stereo not drawn) | 100µM*
Cc1nc(=O)c(-c2ccccc2)c(C)n1-c1ccc(C(=O)O)c(O)c1 | 0.0%
COc1cc(/C=N/NC(=O)c2ccc(O)c(O)c2)cc(Br)c1O | 4.0%
COc1ccc(C2C(C#N)=C(N)OC3=C2C(=O)CCC3)cc1OC (stereo not drawn) | 2.0%
C=CCN1C(=O)/C(=C\c2cc(Br)c(OCc3ccc(F)cc3)c(OCC)c2)SC1=S | 2.0%
O=S(=O)(NNc1ccccc1)c1ccc2ccccc2c1 | 20.0%
COc1ccc(Cl)cc1C(=O)N1CCN(c2ccccc2)CC1 | 9.0%
CCOc1cccc(-c2cc(C(=O)Nc3cc(C)ccn3)c3ccccc3n2)c1 | 13.0%
CCOc1ccccc1/C=C/C(=O)c1ccc(Br)cc1 | 11.0%
COc1cc(C=O)ccc1OCCCOc1cc(C)c(C)cc1Cl | 20.0%
CCc1nc(SCc2ccc(OC)cc2)n[nH]1 | 0.0%

(list continues)
SMILES | RNase H inhibition
O=C(COc1ccc(Br)cc1)N1CCN(c2ccccc2)CC1 | 10.0%
CN(c1ccc(C(N)=O)cc1)S(=O)(=O)c1ccccc1 | 0.0%
COc1ccc(NC(=O)Nc2nnc(Cc3ccccc3)s2)cc1 | 6.0%
COc1ccc(S(=O)(=O)N2CCCCC2C)cc1 (stereo not drawn) | 15.0%
O=C(CN(c1cccc(C(F)(F)F)c1)S(=O)(=O)c1ccccc1)Nc1ccccc1Cl | 24.0%
C=CCCCOc1ccc(C(=O)O)cc1 | 16.0%
Cc1ccc(S(=O)(=O)N2CCCCC2C)cc1 (stereo not drawn) | 0.0%
Cc1ccc2oc(-c3cccc(N=C/C=C/c4ccc(Cl)cc4)c3)nc2c1 | 10.0%
CCCN(CCC)C(=O)c1c(NC(=O)c2ccccc2F)sc2c1CCC2 | 16.0%
CCCC(=O)C1=C(O)C(C(=O)OC)C(C)(C)C/C1=N\c1nc2ccccc2[nH]1 (stereo not drawn) | 6.0%
O=C1/C(=C/c2ccco2)N2CCC1CC2 | 12.0%
COc1ccc(/C=C/C(=O)Nc2sc3c(c2C#N)CC(C)(C)OC3)cc1OC | 2.0%
Clc1ccccc1-n1nnnc1C(Cl)(Cl)c1nnnn1-c1ccccc1Cl | 22.0%
O=C1c2cc(S(=O)(=O)Nc3ccncc3)ccc2-c2ccc(S(=O)(=O)Nc3ccncc3)cc21 | 17.0%
COc1cccc(NC(=O)C2(C)CC3c4ccccc4C2c2ccccc23)c1 (stereo not drawn) | 12.0%
CCOc1ccccc1/C=C(\C#N)c1nc(-c2ccc(-c3ccccc3)cc2)cs1 | 5.0%
O=C(CNC(=O)c1ccco1)OCC(=O)c1ccc(Br)cc1 | 0.0%
CCOC(=O)COc1c(C)cc(Br)cc1C | 0.0%
CCOC(=O)C1=C(c2ccccc2)NC(=S)NC1c1ccc(OC(C)C)cc1 (stereo not drawn) | 22.0%
COc1ccc(C=Nc2ccc(C)c(I)c2)c2ccccc12 | 32.0%
COc1ccc2ccccc2c1/C=N/N1C(=O)C2C(C1=O)C1C=CC2C12CC2 (stereo not drawn) | 9.0%
C=CCn1c(-c2cc(OC)c(OC)c(OC)c2)n[nH]c1=S | 6.0%
Cc1c(C(c2cccc(Cl)c2)c2c(C)n(C)n(-c3ccccc3)c2=O)c(=O)n(-c2ccccc2)n1C | 11.0%
O=C(/C=C/c1cccs1)NC(=S)Nc1ccc([N+](=O)[O-])cc1Br | 45.0%
CCOC1=C/C(=C\c2c(N)n3nc(C(F)(F)F)sc3nc2=O)C=CC1=O | 0.0%
Cc1ccccc1CN1CCN(C(=O)c2ccc(F)cc2)CC1 | 7.0%
Cc1ccc(C(=O)N2CCN(c3ccccc3)CC2)cc1 | 15.0%
O=C1C(=O)N(c2cccnc2)C(c2ccc(Cl)cc2Cl)/C1=C(\O)c1ccccc1 (stereo not drawn) | 11.0%
COc1cc(NC(=O)c2ccc(C(=O)c3ccccc3)o2)c(OC)cc1Cl | 0.0%
COc1cccc(CN2CCN(Cc3ccc([N+](=O)[O-])cc3)CC2)c1OC | 6.0%
COc1ccccc1NC(=O)c1cc2cccc(OC)c2oc1=O | 2.0%
COc1ccc(CN=C(Nc2ccccc2)SC2CC(=O)N(c3ccc(C(=O)O)cc3)C2=O)cc1 (stereo not drawn) | 10.0%
COC(=O)CSC1=C(C#N)C(c2ccc(Cl)cc2)CC(=O)N1 (stereo not drawn) | 4.0%
Cc1ccc(OCC(=O)NNC(=O)c2ccco2)cc1 | 5.0%
O=C(Nc1sc2c(c1C(=O)O)CCCCC2)c1cccs1 | 0.0%
Cc1ccc(C(=O)Nc2c(C)cc(C)cc2C)cc1 | 3.0%
COc1ccccc1/C=C/C(=O)NC1CCCCC1 | 10.0%
O=C(Nc1ccc(F)cc1)Nc1ccccc1C(=O)OCc1ccccc1F | 4.0%
CCOCCOC(=O)C1=C(C)NC2=C(C(=O)CC(c3ccc(Cl)cc3)C2)C1c1ccc(OC)cc1OC (stereo not drawn) | 16.0%
COc1ccc(NC(=S)NC23CN4CN(CN(C4)C2)C3)cc1 | 8.0%
O=C(NCCCCc1ccccc1)C12CC3CC(CC(C3)C1)C2 | 0.0%
CCOC(=O)c1c(-c2ccc(OC)cc2)csc1NC(=O)C1CCCCC1C(=O)O (stereo not drawn) | 4.0%
C=CCn1c(/C=C(/OC(=O)c2ccc(Cl)cc2)c2ccc(Cl)cc2)nc2ccccc21 | 16.0%
C=CCc1cccc2cc(C(=O)Nc3ccc(C)c(Cl)c3)c(=O)oc12 | 0.0%
CCCOc1ccc(/C=C2/C(=O)NC(=O)N(C)C2=O)cc1 | 0.0%
Cc1ccc2oc(-c3ccc(NC(=O)c4ccc(Br)cc4)cc3)nc2c1 | 55.0%*
CCN(CC)CCn1c2ccccc2n2cc(-c3ccc(OC)c(OC)c3)nc12 | 6.0%
CCCCNS(=O)(=O)c1ccccc1 | 6.0%
CS(=O)(=O)N(CC(=O)N1CCN(C(c2ccccc2)c2ccccc2)CC1)c1ccccc1F | 7.0%
COc1ccccc1C1C(C(=O)OCC2CCCO2)=C(C)NC2=C1C(=O)CCC2 (stereo not drawn) | 4.0%
Cc1cc(C)c(C(=O)c2ccc(C(=O)Nc3ccccc3)cc2)c(C)c1 | 0.0%
